Tau filament bind: binders of human tau filaments; P10636; recombinant tau filaments, thioflavin S fluorescence, 15 h; filaments grown with octadecylsulfate alongside compound; Potency, µM (top dose mostly 57.1 µM), for inactives: at the top dose activity change, negative = inhibition; actives 2% (n = 71,000); AID 596;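 further: potency means the concentration at half of the fitted maximal effect; on the % scale 0 is the no-effect control and ±100 the full control effect; actives lower thioflavin S fluorescence by blocking filaments or displacing dye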
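Quantitative HTS: thioflavine S signal from ODS-induced tau filaments, excited at 450 nm, emission 510 nm. Conditions: 1 uM tau, 30 uM ODS, 15 h at 37 C, pH 7.4.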
Rhodamine autofl: compound fluoresces in the rhodamine spectral region | Rhodamine-region fluorescence, 547/598 nm, Tris buffer; active compounds read high | actives 0.05% (n = 59,000) | max dye-equivalent concentration, M | AID 594; in the data active means max dye-equivalent concentration above about 11 nM; inconclusive means between about 1.1 nM and that limit
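Compounds in 100 mM Tris buffer, pH 8.0, were incubated 15 min at room temperature, then read at 547 nm excitation and 598 nm emission. Fluorescence was normalized against a per-plate six-point rhodamine standard curve as dye-equivalent concentration.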
TexasRed autofl: compound fluoresces in the Texas Red spectral region | Compound fluorescence, Texas Red channel, 547/618 nm; active compounds read high | max dye-equivalent concentration, M | actives 0.06% (n = 59,000) | AID 587; in the data active means max dye-equivalent concentration above about 10 nM; inconclusive means between about 1.1 nM and that limit
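Compound titrations in 100 mM Tris pH 8.0 were incubated 15 min at room temperature and read at 547 nm excitation / 618 nm emission. Texas Red six-point standard curve on each plate converted fluorescence to dye-equivalent concentration.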
Caspase-1 inhib: allosteric or competitive inhibitors of human caspase-1; P29466; Potency, µM (series often up to 57.5 µM), inactives show at the top dose activity change, negative = inhibition, actives largely listed as inhibitors; actives 0.03% (n = 75,000); Caspase-1 enzyme, Ac-WEHD-AFC fluorogenic rate; AID 900;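 further: potency means the concentration at half of the fitted maximal effect; plate controls were vehicle for no effect and no substrate for full effect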
Target sequence (P29466 120-297 limits assumed): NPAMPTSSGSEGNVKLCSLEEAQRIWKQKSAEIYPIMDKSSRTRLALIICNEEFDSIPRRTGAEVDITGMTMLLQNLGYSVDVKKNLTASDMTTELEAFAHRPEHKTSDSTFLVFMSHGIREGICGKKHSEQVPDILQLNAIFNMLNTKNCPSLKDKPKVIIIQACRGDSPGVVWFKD
Target sequence (P29466 317-404 limits assumed): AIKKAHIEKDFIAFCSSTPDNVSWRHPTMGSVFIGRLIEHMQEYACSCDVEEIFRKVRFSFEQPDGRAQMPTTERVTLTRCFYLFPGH
HEK293 cAMP cs: parental HEK293 cAMP activation (counter-screen); parental HEK293 CNG cAMP sensor, membrane potential fluorescence; Potency, µM (doses to about 57.1 µM), for the others: top-dose activation, actives largely listed as activators; actives 2.5% (n = 73,000); further: potency means the concentration at half of the fitted maximal effect; % of control where 0% means no effect; nearly all actives have a fitted effect of over 55% in size
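Parental HEK 293 cells stably expressing a cAMP-gated CNG channel were loaded with membrane potential dye containing 100 uM RO 20-1724 for 60 min. Compound added for 30 min; depolarization read as fluorescence intensity at 590 nm.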
A350 autofl: compound fluoresces in the Alexa 350 spectral region; Compound autofluorescence, 340/450 nm, Alexa 350 dye-equivalents; active compounds read high; max dye-equivalent concentration, M; actives 11% (n = 59,000); AID 590; in the data active means max dye-equivalent concentration above about 10 nM; inconclusive means mostly about 1.1 nM to 9.6 nM
ERK AVP block: vasopressin-driven ERK pathway inhibition. HEK293-V1b, vasopressin-stimulated pERK AlphaScreen. AID 995. Potency, µM (titrated, usually from 57.5 µM), inactives show top-dose activity, negative = inhibition, usual class: inhibitors. actives 0.99% (n = 72,000); further: potency means the concentration at half of the fitted maximal effect; on the % scale 0 is the no-effect control and ±100 the full control effect; nearly all actives have a fitted effect of over 55% in size
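HEK293 cells stably expressing V1b receptor, preincubated 30 min at 37 °C with compound, then stimulated 5 min with 25 nM vasopressin. Phospho-ERK by AlphaScreen SureFire after 5 h RT; normalized to DMSO and vasopressin; AC50 by Hill fit.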
4MU fluor: 4-MU region autofluorescence; compound autofluorescence, 340/450 nm, 4-MU equivalents; active compounds read high; actives 11% (n = 59,000); AID 589; max dye-equivalent concentration, M; in the data active means max dye-equivalent concentration above about 10 nM; inconclusive means mostly about 1.1 nM to 9.6 nM
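Intrinsic fluorescence at 340/450 nm (ex/em) was read after 15 min at room temperature in pH 8.0, 100 mM Tris. Each compound concentration expressed as 4-MU-equivalent concentration from a six-point 4-MU standard series on each plate.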
Luciferase inh: blocks Photinus pyralis firefly luciferase activity. Potency, µM (highest dose often 57.1 µM), inactives show at the highest dose activity change, negative = inhibition, usual class: inhibitors. P08659. AID 411. purified firefly luciferase, luminescence, 8 min. actives 2.2% (n = 72,000); further: potency means the concentration at half of the fitted maximal effect; on the % scale 0 is the no-effect control and ±100 the full control effect; nearly all actives have a fitted effect of over 40% in size
Target sequence (P08659 whole entry, looked up): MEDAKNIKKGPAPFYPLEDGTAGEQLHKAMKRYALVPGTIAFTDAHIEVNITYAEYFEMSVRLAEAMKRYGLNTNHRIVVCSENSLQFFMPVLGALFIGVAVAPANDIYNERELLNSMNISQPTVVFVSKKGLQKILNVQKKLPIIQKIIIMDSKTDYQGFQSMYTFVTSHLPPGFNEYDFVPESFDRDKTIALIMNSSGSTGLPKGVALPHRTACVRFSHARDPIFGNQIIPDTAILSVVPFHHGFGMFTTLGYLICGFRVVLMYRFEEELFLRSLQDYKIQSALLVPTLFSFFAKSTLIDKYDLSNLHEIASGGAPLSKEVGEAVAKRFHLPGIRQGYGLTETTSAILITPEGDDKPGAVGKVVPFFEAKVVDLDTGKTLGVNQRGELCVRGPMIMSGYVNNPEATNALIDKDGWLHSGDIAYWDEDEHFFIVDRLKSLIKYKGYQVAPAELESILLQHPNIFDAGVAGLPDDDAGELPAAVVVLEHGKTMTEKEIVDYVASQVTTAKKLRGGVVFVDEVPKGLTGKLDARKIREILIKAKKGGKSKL
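Luminescence read-out after 8 min at room temperature; enzyme reaction used luciferin plus 10 uM ATP (linear range) in imidazole buffer pH 7.2 with KCl, MgCl2, Tween 20 and BSA. Each sample was run as a titration.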
Casp7 inh: allosteric or competitive inhibitors of human caspase-7; P55210; recombinant caspase-7, Ac-DEVD-AFC fluorescence rate; Potency, µM (titrated, usually from 57.5 µM), without a hit: at the top dose activity change, negative = inhibition, hits mostly inhibitors; actives 0.02% (n = 75,000); active means well fitted inhibition curve with a large enough effect in the main read-out, with a control signal flat, not every such curve was filed as active; inconclusive means small, poorly fitted or top-dose-only effect, or a change in a side signal; further: potency means the concentration at half of the fitted maximal effect; % of control where 0% means no effect
Fluorescein fluor: fluorescein region autofluorescence; Compound autofluorescence, 480/540 nm, fluorescein-equivalent; active compounds read high; actives 0.91% (n = 59,000); max fluorescein-equivalent concentration, M; AID 593; in the data active means max fluorescein-equivalent concentration above about 10 nM; inconclusive means between about 1.1 nM and that limit
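First, buffer (100 mM Tris, pH 8.0) dispensed; second, compounds and fluorescein standards pinned in; third, 15 min room-temperature incubation; finally, imaging at ex 480 nm/em 540 nm. Fluorescence normalized against the six-point fluorescein curve.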
* hit, by the source's call; i = inactive; ? = inconclusive; . = no result given; [ ] = remark or other dose. Unless noted, the call rests on the fitted dose curve; in most records, active means well fitted curve in the direction sought with a large enough effect; inconclusive means small, poorly fitted or top-dose-only effect, or another doubt; inactive means no such curve, though single readings can be large; an effect the other way counts as inactive or inconclusive.

SMILES	Tau filament bind	Rhodamine autofl	TexasRed autofl	Caspase-1 inhib	HEK293 cAMP cs	A350 autofl	ERK AVP block	4MU fluor	Luciferase inh	Casp7 inh	Fluorescein fluor
Cc1[nH]nc2ncc(C(=O)c3ccccc3O)cc12	-29%	i	i	-12%	-3%	i	3%	i	-6%	-10%	?
O=C(COc1ccc(Cl)cc1)NCCCn1ccnc1	-12%	.	.	-3%	-1%	.	-17%	.	-1%	-2%	.
O=C(NCc1ccc(F)cc1)C1C2C=CC3(CN(Cc4cccnc4)C(=O)C13)O2 (stereo not given)	20%	i	i	1%	-2%	i	-7%	i	1%	-1%	i
CCOc1cc(-c2nc(-c3ccc(C)nc3OCC)no2)cc(OCC)c1OCC	3%	i	i	1%	10%	?	-2%	i	1%	1%	i
O=C1c2ccccc2C(=O)N1c1ccc(-c2nc3ccccc3o2)cc1	-7%	.	.	-1%	3%	.	-24%	.	1%	-1%	.
CCN1CCN(C(=O)Nc2cccc3ccccc23)CC1	-9%	.	.	-2%	-1%	.	-12%	.	-1%	2%	.
O=c1[nH]c2ccc(S(=O)(=O)NCc3ccccn3)cc2s1	2%	i	i	-4%	1%	i	2%	i	2%	0%	?
Cn1c(=O)c2cc(S(=O)(=O)N3CCOCC3)ccc2n(C)c1=O	1%	i	i	0%	1%	i	12%	i	3%	2%	?
CCOC(=O)N1CCC(N2CCN(c3cc(C)ccc3C)CC2)CC1	-13%[11.4 µM]	.	.	2%	15%[11.4 µM]	.	-17%	.	-1%	0%	.
CC(C)c1nc2n[nH]c(N)c2c2c1CCCC2	.	i	i	.	.	?	.	?	2%[25.5 µM]	.	i
N#CCOc1nc(N2CCOCC2)nc(N2CCOCC2)n1	-2%	i	?	1%	7%	i	-22%	i	0%	-3%	?
Oc1ccc(-c2[nH]ncc2-c2ccc(Cl)cc2)c(O)c1	-24%	i	?	-1%	-28%	i	-24%	i	2%	-4%	?
C[N@@+]1(CC[N@@+]2(C)CCC[C@H]2c2cccnc2)CCC[C@@H]1c1cccnc1	?	i	i	-2%[11.5 µM]	11%[11.4 µM]	?	-4%[11.5 µM]	i	2%[11.4 µM]	-3%[11.5 µM]	i
CC1(C)CNC(=O)c2sc(N3CCCCC3)nc2C1	-14%	i	i	0%	20µM*	i	-5%	i	2µM*	-3%	i
CCCc1cc(C(=O)Nc2cccnc2)no1	9%	.	.	0%	0%	.	-6%	.	-25%	-1%	.
COc1ccc(S(=O)(=O)N2CCSC2c2ccc(OC)c(OC)c2)cc1 (stereo not given)	-14%	i	?	-1%	20%	i	-6%	i	?	-1%	i
CC(=O)NCCc1ccc(S(=O)(=O)N2CCOCC2)cc1	-3%	i	i	0%	7%	i	5%	i	2%	1%	i
CCCCOCCCNC(=O)Cc1cccs1	-8%[11.4 µM]	.	.	-2%	1.6µM*	.	-11%	.	2%	-1%	.
COc1ccc(OC)c(C2/C(=C(\O)c3ccc(OC)c(Cl)c3)C(=O)C(=O)N2CCN(C)C)c1 (stereo not given)	.	i	i	.	.	?	.	?	0%[25.5 µM]	.	?
O=C(COc1ccc(-c2nnco2)cc1)N1CCN(S(=O)(=O)c2ccccc2)CC1	4%	i	?	3%	-4%	i	11%	i	1%	-3%	?
COc1ccc(C(=O)NCCn2cc(SCC(=O)N3CCOCC3)c3ccccc32)cc1	4%	i	i	1%	-2%	i	2%	i	-3%	0%	i
COC(=O)c1ccc(C(NC(=O)OCc2ccccc2)/C(=C/[C@@H](C)C(=O)N(C)Cc2cccnc2)c2cccnc2)cc1 (stereo not given in full)	17%	.	.	2%	-6%	.	-12%	.	.	0%	.
CC(=O)c1cc(Cl)ccc1OC(=O)c1ccco1	-3%	.	.	-4%	63%	.	6%	.	-1%	-2%	.
Cc1cnc(CNc2nc(-c3ccc(N(C)C)cc3)nc3ccccc23)cn1	i	i	?	-8%	-58%[inhibitor]	i	16%	i	0.79µM*	-12%	i
CCOc1ccccc1C1C(C#N)=C(SCC(=O)OC)NC(=O)C1C(=O)OC (stereo not given)	-4%	i	i	-1%	20%	i	6%	i	3%	1%	i
C[C@](N)(COP(=O)(O)O)C(=O)O	?	.	.	-1%	18%	.	5%	.	-6%	1%	.
COc1ccccc1NC(=O)C1=C(C)Nc2nc(CCCO)nn2C1c1ccc2c(c1)OCO2 (stereo not given)	3%	i	i	-3%	-5%	i	-11%	i	-1%	-3%	i
COC(=O)NC1CCS(=O)(=O)C1 (stereo not given)	6%	i	i	0%	4%	i	-2%	i	1%	2%	i
CC(=O)Nc1nnc(C)s1	-5%	.	.	-1%	9%	.	.	.	2%	2%	.
CCCCCCCCCCCCCCCCCC(=O)NC[C@@H](COP(=O)([O-])OCC[N+](C)(C)C)OCC	423%	i	?	1%	-2%	i	31%[activator]	i	-7%	1%	i
CCOCCN(C(=O)COC)c1cccc(OC)c1	.	i	i	.	.	i	.	i	3%[25.5 µM]	.	i
OC(CNCc1ccco1)COc1ccccc1 (stereo not given)	-8%	.	.	0%	0%	.	-8%	.	7%	0%	.
O=c1[nH]c2[nH]c(=S)[nH]c(=S)c2[nH]1	-11%[11.4 µM]	i	i	0%[11.5 µM]	7%[11.4 µM]	i	17%[11.5 µM]	i	-7%[11.4 µM]	3%[11.5 µM]	i
C[C@@H]1CC2(OC(O)[C@]3(C)O[C@H]23)O[C@H]2C[C@@]3(C)[C@@H]4CC[C@H]5C(C)(C)C(O[C@@H]6OC[C@@H](O)[C@H](O)[C@H]6O)CC[C@@]56C[C@@]46CC[C@]3(C)[C@@H]12 (stereo not given in full)	84%	.	.	-1%	-35%[inhibitor]	.	6%	.	.	0%	.
CS(=O)(=O)c1ccc(/C=N\NC(N)=S)cc1	-1%[11.4 µM]	i	i	-1%[11.5 µM]	8%[11.4 µM]	i	-7%[11.5 µM]	i	0%[11.4 µM]	-3%[11.5 µM]	i
Cc1cc(NC(=O)c2cccc(S(=O)(=O)N3CCCC3)c2)no1	6%	i	i	0%	10%	?	-14%	i	5%	-2%	i
CC(C)c1ccccc1	-1%	.	.	-1%	18%	.	3%	.	.	0%	.
O=C(CCCNS(=O)(=O)c1cccs1)N1CCc2ccccc2C1	16%	i	i	0%	4%	i	-13%	i	0%	-1%	i
Nc1nc(C(=O)N2CCOCC2)nn1S(=O)(=O)c1ccc(Cl)cc1	13%	i	?	1%	-8%	i	2%	i	4%	-1%	i
C[C@H](O/N=C1/[C@H]2O[C@@H]2[C@@H](O)[C@H]2[C@H]1CCn1c(=O)n(-c3ccccc3)c(=O)n12)c1cn([C@H]2COC[C@H]2O)nn1	.	.	.	0%[11.5 µM]	7%[11.4 µM]	.	4%[11.5 µM]	.	-2%[11.4 µM]	-2%[11.5 µM]	.
COc1ccc(C2(CNC(=O)c3ccc(Br)o3)CCOCC2)cc1	1%	i	?	0%	12%	i	-16%	i	0%	2%	?
Cc1cccc2nc(Cn3c(=O)n(CCC(=O)NCc4ccco4)c(=O)c4ccccc43)cc(=O)n12	-5%	i	i	2%	23%	8.9e-08M*	8%	8.2e-08M*	3%	-3%	i
CCSc1nnc(-c2cccs2)o1	-6%	i	i	-1%	10%	i	-25%	i	0%	-2%	i
CCCc1cc(=O)oc2cc(C)c3c(C)coc3c12	116%	.	.	-3%	14%	.	5%	.	2%	-1%	.
CCN(CC)S(=O)(=O)c1cccc(-c2nnc(SCCOc3ccccc3C)o2)c1	14%	i	?	2%	16µM*	i	44%[activator]	i	3%	-1%	i
CCOc1ccc(NC(=O)CSc2nnc(COc3c(C)cccc3C)o2)cc1	137%	.	.	0%	6%	.	3%	.	0%	-1%	.
COC(=O)c1c(-n2cnnn2)sc(C)c1C	.	i	?	.	.	?	.	i	0%[25.5 µM]	.	i
O=C(CC1(O)C(=O)N(CCc2ccccc2)c2ccccc21)c1ccco1 (stereo not given)	-11%	.	.	-1%	14%	.	-11%	.	-1%	-1%	.
Cc1cccc2cc(CN(CC3CCCO3)C(=O)c3cnccn3)c(=O)[nH]c12 (stereo not given)	5%	i	i	1%	5%	i	-13%	i	0%	-1%	?
CCSc1nsc(SCC)c1C(N)=O	6%	.	.	0%	9%	.	-1%	.	5%	0%	.
O=C(Nc1nc2c(s1)CCc1ccccc1-2)c1ccco1	-10%	i	?	-3%	8%	i	-14%	i	-12%	-2%	i
COc1ncc2nc(CCc3ccccc3)c(=O)n(-c3ccccc3)c2n1	-6%	i	i	-4%	?	i	-19%	i	-3%[11.4 µM]	-4%	i
Cc1cccc(CN2CCN(CC(=O)O)C2=O)c1	2%	i	i	-2%	0%	?	-5%	?	2%	-2%	i
CCC(C(=O)OCCN(CC)CC)c1ccccc1 (stereo not given)	.	i	i	.	.	?	.	?	0%[25.5 µM]	.	i
CS(=O)(=O)N(CC(=O)NCc1ccc2c(c1)OCO2)c1ccccc1	-12%	i	i	-1%	9%	i	12%	i	-2%	1%	i
CN(C)c1ccc(C2CC(=O)NC3=C2C(=O)CC(C)(C)C3)cc1 (stereo not given)	2%[11.4 µM]	.	.	-5%	-1%[11.4 µM]	.	-5%	.	3%	-1%	.

Source: PubChem BioAssay

A portion of the library, so the mix of outcomes need not match the whole.
